Source: PubChem BioAssay (several laboratories)
NOD2 RIPK2 PPI: inhibitors of human NOD2-RIPK2 interaction. CHO BLA complementation NOD2-RIPK2, CCF4 ratio. inhibition, % at 4.98 µM. actives 0.38% (n = 360,000); in the data active means inhibition above about 21%;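 further: 0% = vehicle only and 100% = reference blocker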
MC4R ag barr: activates human MC4R beta-arrestin recruitment | activation, % at 8.9 µM | P32245 | AID 540308 | U2OS MC4R beta-arrestin complementation, luminescence; percent of melanotan II response, DMSO zero | actives 0.98% (n = 360,000);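 active means activation above a per-plate cutoff, the mean activation of sample wells on that plate plus 3 SD, cut at about 8% in these data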
NR5A2 inv ag: inverse agonists of human LRH-1 (NR5A2); O00482; HEK293T StAR-luciferase reporter, LRH-1 transfected, 24 h; inhibition, % at 3.6 µM; actives 0.13% (n = 360,000); AID 602396;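 active means inhibition above the mean inhibition of all tested compounds plus 3 SD, cut at about 73% in these data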;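 further: 0% = DMSO wells and 100% = reporter-only cells lacking LRH-1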
TLR9-MyD88 block: blocks human TLR9 binding to MyD88; actives 0.21% (n = 340,000); Q9NR96+Q99836; CHO BLA complementation TLR9-MyD88, CCF4 FRET ratio; inhibition, % at 4.98 µM; AID 504734;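 active means inhibition above the mean over all tested compounds plus 3 SD, cut at about 21% in these data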;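 further: 0% = DMSO only wells and 100% = clavulanate BLA inhibitor control wells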
EBV LMP1 NFkB: Epstein-Barr LMP1 NF-kappaB reporter inhibition. LMP1-induced NF-kappaB luciferase reporter cells, luminescence. inhibition, % at 12.5 µM. actives 0.69% (n = 350,000); in the data active means inhibition above about 41%;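 further: 0% = neutral control wells and 100% = reference inhibitor control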
SRC2 inh: human SRC2 (NCOA2) inhibition | HEK293 GAL4-SRC2 luciferase reporter, luminescence | inhibition, % at 9 µM | actives 0.17% (n = 370,000);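 active means inhibition above the mean inhibition of all tested compounds plus 3 SD, set per campaign, cut at about 52% in these data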;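 further: 0% = DMSO treated cells and 100% = cells given Gossypol at 36 µM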
COUP-TFII inh: blocks human COUP-TFII nuclear receptor; inhibition, % at 8.6 µM; P24468; actives 0.7% (n = 370,000); HEK293T NGFI-A luciferase reporter, luminescence;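 active means inhibition above a per-plate cutoff, mean inhibition of test wells between control levels plus 3 SD, cut at about 38% in these data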;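 further: cells cotransfected with COUP-TFII expression vector driving the NGFI-A reporter; 0% = median of COUP-TF2 test wells and 100% = reporter-only cells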
SRC3 inh: inhibits human SRC3 coactivator. HEK293 GAL4-SRC3 luciferase reporter, luminescence. actives 0.17% (n = 360,000). Q9Y6Q9. inhibition, % at 3.6 µM;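 active means inhibition above a per-campaign cutoff, the mean of all compounds plus 3 SD, cut at about 60% in these data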;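 further: 0% = DMSO-treated cells and 100% = gossypol-treated cells at 36 µM; higher means less SRC3-driven luciferase light from the GAL4 reporter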
MC4R antag cAMP: blocks human MC4R cAMP signaling | P32245 | MC4R-expressing cells, MTII-stimulated cAMP, LANCE TR-FRET | inhibition, % at 6.5 µM | actives 0.48% (n = 360,000);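 active means inhibition above its plate's cutoff, the mean of tested wells on that plate plus 3 SD, cut at about 29% in these data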;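 further: 0% = Melanotan II alone and 100% = Melanotan II plus saturating MCL0020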
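System: U2OS cells stably expressing human melanocortin 4 receptor (MC4R). Reagent: Melanotan II challenge after compound preincubation. Doses: 6.5 µM. Times: 30-min compound, 1-h challenge, 1-h detection, room temperature. Measured by: TR-FRET with Eu-cAMP and labeled anti-cAMP, 671 nm. Replicates: singlicate.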
NCOA1 inh: human NCOA1 inhibition. Q15788. HEK293 GAL4-SRC1 luciferase reporter, luminescence. inhibition, % at 3.6 µM. actives 0.12% (n = 360,000). AID 588354;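 active means inhibition above the campaign mean plus 3 SD, with each screening campaign given its own cutoff, cut at about 60% in these data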;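 further: 0% = DMSO treated cells and 100% = gossypol at 36 µM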
ABHD5 PLIN5 PPI: blocks binding of human ABHD5 to perilipin-5 | Q00G26+Q8WTS1 | Split G. princeps luciferase complementation, luminescence, 4 h | inhibition, % at 4 µM | actives 0.78% (n = 360,000) | AID 602281;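 active means inhibition above the mean inhibition across every tested compound plus 3 SD, cut at about 22% in these data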;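 further: 0% = DMSO only wells and the 100% control is not disclosed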
The depositor's hits bear a star; nt = not tested or not shown.

SMILES	NOD2 RIPK2 PPI	MC4R ag barr	NR5A2 inv ag	TLR9-MyD88 block	EBV LMP1 NFkB	SRC2 inh	COUP-TFII inh	SRC3 inh	MC4R antag cAMP	NCOA1 inh	ABHD5 PLIN5 PPI
CCCc1[nH]nc2c1C(c1c(C)nn(-c3ccccc3)c1Cl)C(C#N)=C(N)O2 (stereo not given)	-6	0.2	5	5	0	-3	0	22	10	2	-2
Cc1cccc(C(=O)NCC(c2cccs2)N2CCOCC2)c1 (stereo not given)	-8	-0.9	19	2	-1	-14	8	9	21	-4	3
Cc1ccc(S(=O)(=O)N(C)C[C@@H]2OCc3cnnn3CCCC(=O)N([C@H](C)CO)C[C@H]2C)cc1	2	-0.7	2	3	-2	11	4	-4	-5	13	3
Cc1ccccc1CSc1nnc(-c2cccnc2)n1N	-2	-0.7	-24	0	-12	-32	0	0	8	-47	2
COc1cc([N+](=O)[O-])ccc1Nc1nc(C)cc(C)n1	-22	-1.3	23	-16	-8	-10	5	11	23	16	-2
CCOC(=O)COc1ccc(S(=O)(=O)N2CCN(c3ccc(F)cc3)CC2)cc1	1	-1.3	3	0	-2	8	6	14	8	6	-6
CC1CCN(CCCNC(=O)c2ccc(CS(=O)(=O)Cc3ccc(Cl)cc3)o2)CC1	-12	-2.5	10	-14	6	-5	-7	4	1	-8	8
CCc1nc2ccccc2c(C(=O)OCC(=O)NCCCN2CCCC2=O)c1C	-6	-1.6	-2	1	3	-27	3	-44	12	0	5
Cc1ccc(CSc2nc3c(c(=O)[nH]2)C(c2ccncc2)C2=C(CCCC2=O)N3)cc1 (stereo not given)	2	-0.9	-1	-92	5	14	10	5	6	0	1
CN(C)C(=S)SCC(=O)Nc1cccc(C(F)(F)F)c1	-3	-1.5	-7	-5	-12	14	-1	12	-4	-28	-1
O=C(NCC(c1ccc(F)cc1)N1CCOCC1)c1ccc(OCc2ccccc2)cc1 (stereo not given)	13	0.6	-26	1	0	-41	-11	1	9	7	-2
Cc1cc(C)c(S(=O)(=O)c2ccccc2)c(OC(=O)c2ccc(Cl)cc2Cl)n1	4	2.7	-23	-11	5	nt	nt	-12	15	6	1
Cc1nc(-c2ccccc2)sc1C(=O)/C=C/N(C)C	-10	-3.0	-4	-1	-19	-25	-17	-44	10	-60	4
Cc1cccc(C(=O)N2c3ccccc3C(=O)OC2c2ccc3c(c2)OCO3)c1 (stereo not given)	-1	-2.0	-26	9	3	-46	-4	-10	5	-10	1
Cc1cccc(N(CC(=O)N2CCN(C)CC2)S(=O)(=O)c2ccccc2)c1	-15	-1.2	8	-4	5	-4	13	6	2	-21	0
COc1ccc(C2NC(c3ccc(OC)cc3)C(C)C(=O)C2C)cc1 (stereo not given)	-11	-0.6	-1	11	-1	14	7	-1	6	-5	-11
CCCCC(CCC(=O)Nc1ccn(-c2ccccc2)n1)C(=O)O (stereo not given)	-2	-0.6	-17	-3	-3	10	13	6	7	-12	0
COc1ccc(CNC(=O)Cn2c(=O)oc3ccccc32)cc1OC	-18	1.6	24	-4	-2	8	-33	0	4	5	4
C/C(CC(=O)Nc1ccccn1)=N\NC(=O)c1cnccn1	0	-1.0	-34	0	1	-47	0	-19	13	-50	-5
CCOc1ccc(NC(=S)NC(=O)C2CCCC2)cc1	-4	0.2	-11	2	-7	-47	-17	-20	14	2	-7
COc1cc(Br)c(-c2sc(Nc3ccccc3)n[n+]2-c2ccc(F)cc2)cc1OC	3	-1.4	8	6	4	-25	-4	-3	4	-5	2
COc1cccc(/C=N/c2nc3ccccc3[nH]2)c1O	-8	-0.6	4	2	0	1	25	-11	1	17	1
CCN1CCCC1CNC(=O)c1ccc(Sc2ccc(F)cc2)c([N+](=O)[O-])c1 (stereo not given)	3	-2.0	-9	-6	-11	-1	-19	2	11	-9	6
Oc1cc(CNC2CCCCC2)c(O)cc1CNC1CCCCC1	0	-1.2	-12	1	-4	18	0	5	2	5	1
NC(N)=NN=Cc1ccnc2ccccc12	8	nt	15	nt	nt	-24	7	9	nt	6	-5
Carrying on:
SMILES	NOD2 RIPK2 PPI	MC4R ag barr	NR5A2 inv ag	TLR9-MyD88 block	EBV LMP1 NFkB	SRC2 inh	COUP-TFII inh	SRC3 inh	MC4R antag cAMP	NCOA1 inh	ABHD5 PLIN5 PPI
CCCCn1c(N)c(N(CCOC)C(=O)C2CCN(S(=O)(=O)c3ccc(F)cc3)CC2)c(=O)[nH]c1=O	-97	-0.9	11	-1	2	7	-10	14	-5	-2	-1
Cc1ccc(NC(=S)N2CCCC(c3ccccc3)=N2)cc1	-4	0.7	8	6	-6	-32	7	16	0	-7	7
O=C(Cc1ccccc1)NNC1CC(=O)N(c2ccc(Oc3ccccc3)cc2)C1=O (stereo not given)	7	1.8	-1	4	0	7	-12	12	3	-4	-4
COc1cc(C2NC(=S)NC(C)=C2C(=O)OC(C)C)ccc1OC(C)C (stereo not given)	5	-0.8	12	-11	-3	7	-6	-4	7	-21	-9
CCCOc1ccc(N2C(=O)CC(N(C(=O)c3ccco3)c3ccc(OCCC)cc3)C2=O)cc1 (stereo not given)	-15	0.3	7	5	-31	-22	15	-7	7	5	-1
CCC1(c2ccc(F)cc2)NC(=O)N(CC(=O)NC2CCCCCC2)C1=O (stereo not given)	-4	-2.0	3	-3	7	6	-9	-18	3	2	-5
CCCCCCN1CCN(C2CN(Cc3ccccc3)S(=O)(=O)C2)CC1 (stereo not given)	-13	nt	12	nt	nt	4	-4	20	nt	10	1
CCc1ccccc1Nc1nn2c(=O)c3ccc(C(=O)NCc4ccccn4)cc3nc2s1	-9	-3.5	55	-3	-30	-16	-29	58	1	45	-4
Cc1cc(C(=O)O)c(CSCc2cc(C(=O)O)oc2C)o1	2	-1.1	3	-3	-2	-31	-11	26	0	8	-1
Cc1ccc(S(=O)(=O)c2nc(-c3ccc(F)cc3)oc2SCC(=O)NCC2CCCO2)cc1 (stereo not given)	-9	-1.1	13	2	0	-18	-6	7	1	-6	-1
Cc1cc(C)c2c(=O)cc(C(F)F)oc2c1	2	-1.5	7	3	-2	3	-8	-1	-1	-17	7
c1csc(CNc2nc(-c3cccs3)nc3ccccc23)c1	6	-0.6	15	6	-2	-6	-12	11	2	2	-4
COc1cc2c(cc1OC)CN(c1nc(CN3CCCCC3)nc3sc4c(c13)CCCC4)CC2	-7	-0.9	9	-3	-15	8	3	-5	-2	6	4
COc1ccc(CC(=O)Nc2sccc2C#N)cc1S(=O)(=O)N1CCOCC1	9	-2.6	-11	2	1	-27	5	0	10	-16	-1
F[B-](F)(F)COCc1ccccc1Br	12	0.6	8	-7	13	19	-38	1	-23	-18	5
CCOC(=O)Cc1nnc(NC(=O)CSc2ccccc2)s1	-4	0.2	-8	-3	4	-9	13	-3	-2	4	3
O=C(COc1ccc(Cl)cc1Cl)N/N=C/c1ccc[nH]1	-2	-1.3	-7	-5	-1	-23	-7	-5	-3	-17	-4
O=C(CCNS(=O)(=O)c1ccccc1Cl)N1CCN(c2ccccn2)CC1	-5	0.0	-12	1	0	12	-18	-12	6	1	-5
CN1C(=S)SC(/[N+]([O-])=C\c2ccccc2)C1(C)C (stereo not given)	5	-2.6	0	-4	5	-12	-5	-10	1	-13	2
Oc1c(Cl)cccc1C=Nc1cc(C(F)(F)F)ccc1N1CCCC1	-5	-0.2	-6	2	-7	-15	7	-17	-4	-32	-6
CCOC(=O)CSc1nnc(CNC(=O)c2ccc(OC)cc2)n1Cc1ccccc1	2	-2.1	4	3	16	15	-8	10	9	-3	0
CCCOc1ccc(N2C(=O)CC(SC(=NCC)NCC)C2=O)cc1 (stereo not given)	2	0.5	16	0	1	-57	7	13	3	4	2
CCOC(=O)COc1cc(=O)n(CC)c2ccccc12	-14	-1.8	5	-2	-5	4	16	-14	-2	-26	2
CC(=O)NCCNC(=O)c1oc2ccccc2c1CSc1ncn[nH]1	3	-1.5	4	0	-5	4	2	8	16	-9	4
CN1CCN(c2ccc(NC(=O)COc3ccc4ccccc4c3)cc2)CC1	1	-1.7	14	2	5	-5	-12	-5	3	4	5
Following part.
SMILES	NOD2 RIPK2 PPI	MC4R ag barr	NR5A2 inv ag	TLR9-MyD88 block	EBV LMP1 NFkB	SRC2 inh	COUP-TFII inh	SRC3 inh	MC4R antag cAMP	NCOA1 inh	ABHD5 PLIN5 PPI
C=COCCn1c(=N)n(CCC)c2ccccc21	-14	-1.2	-17	-6	-3	-5	2	11	1	4	1
Cc1ccc(C(=O)NCCC2=CCCCC2)cc1S(=O)(=O)N1CCOCC1	4	-2.5	-13	-6	-4	-16	9	-36	16	-33	-2
COc1cccc(C2N(c3ccc(Cl)cc3)C(=O)C3CCCN32)c1 (stereo not given)	-11	-2.2	-2	-4	-3	-10	14	5	5	-17	3
O=C(NCc1ccccn1)c1cccc(NS(=O)(=O)c2ccccc2)c1	-3	-1.6	10	-11	0	-24	2	-17	-6	2	0
COC(=O)COc1cccc(NC(=O)C(c2ccccc2)c2ccccc2)c1	-11	2.2	-11	1	-2	-15	1	-16	29*	-3	5
O=C(Nc1ccccc1)Nc1ccccc1C(=O)NCc1ccco1	-8	-0.2	-16	-3	-7	12	11	2	-2	11	-3
Cc1cccc(C)c1C(O)c1ncc(-c2cccc(C(F)(F)F)c2)[nH]1 (stereo not given)	8	0.7	17	nt	nt	-22	-6	11	-1	-8	-6
C(=N\Nc1nc2ccccc2[nH]1)/c1ccc2c(c1)OCO2	3	-1.2	-132	-8	-40	-34	-36	-44	-1	-58	3
Cc1csc(SCC(=O)c2ccc(S(=O)(=O)N3CCOCC3)cc2)n1	-7	-1.3	-3	0	7	-9	-5	-4	-3	4	-4
CC1(C)O[C@@H](CC(=O)O)[C@]23CO[C@H](C(=O)[C@]4(C)C2CC[C@@]2(C)[C@H](c5ccoc5)OC(=O)C5O[C@]524)[C@@H]13 (stereo not given in full)	-1	-2.8	15	1	-2	-4	-15	-19	8	-13	1
CCn1c2ccccc2c2cc(NC(=O)CN(C)CC(=O)Nc3ccc(N4CCOCC4)cc3)ccc21	4	-1.1	10	-5	-6	6	21	9	6	12	5
Cn1c(=O)c2c(nc(N/N=C/c3cccs3)n2C)n(C)c1=O	-7	0.0	-45	-1	4	-34	-18	-4	-14	-42	2
O=C(O)CCC(=O)NC1CCCCCCC1	2	-1.1	7	-3	-2	16	2	-1	-2	8	-3
CCOCC(=O)Nc1cc(C(=O)Nc2ccccc2)ccc1Cl	-18	0.0	-69	-5	-4	-24	-12	-1	12	-22	2
Cc1cc(-c2n[nH]c(=S)n2/N=C/C(Br)=C/c2ccccc2)n[nH]1	-4	-2.9	-31	-12	-53	-96	-42	-30	1	-112	62*

Only part of the results is shown; the hit share may differ from the screen's.
